# HTR2A ag – mouse Htr2a agonists via beta-arrestin recruitment, primary screen, cell-based, luminescence. 5-hydroxytryptamine receptor 2A (Mus musculus), P35363. CHO-K1 mHTR2A beta-arrestin complementation; percent of 30 µM serotonin response. activation, % at 7.6 µM. actives 0.66% (n = 360,000). AID 624169, 2012;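 active = activation above a run cutoff, the mean activation of all tested compounds plus 3 SD, cut at about 14% in these data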;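 note: 0% = plate median of compound wells and 100% = 30 µM serotonin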
# MC4R antag cAMP – MC4R antagonists of cAMP signaling, primary screen, cell-based, TR-FRET, antagonist arm of biased-ligand search. MC4R-expressing cells, MTII-stimulated cAMP, LANCE TR-FRET. inhibition, % at 6.5 µM. actives 0.48% (n = 360,000). AID 540295, 2011;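 active = inhibition above its plate's cutoff, the mean of tested wells on that plate plus 3 SD, cut at about 29% in these data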;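 note: 0% = Melanotan II alone and 100% = Melanotan II plus saturating MCL0020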
#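 Assay system: U2OS-MC4R stable cell line; Also added: Melanotan II; Technique: Eu-cAMP/anti-cAMP TR-FRET, emission 671 nm; Times: 30-min compound, 1-h challenge, 1-h detection, room temperature.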
# Vif inh – HIV Vif self-association inhibitors, primary screen, imaging, HEK293T, single point | HEK293T cells, Vif self-association by quenched fluorescence, 24 h | inhibition, % at 7.49 µM | actives 0.35% (n = 340,000) | AID 602346, 2012; in the data active = inhibition above about 50%, passing the limit was not always enough; note: some results filed as inactive read as strong as hits
# H9c2 protect – cardioprotection against H2O2-induced cell death, primary screen, uHTS, H9c2 cells, ATPLite luminescence; H9c2 cardiomyocytes, H2O2 injury protection, 2 h; AID 588492, 2011; actives 0.63% (n = 360,000); protection from H2O2 cell death, % at 20 µM;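 active = compounds giving at least 50% protection of heart cells from peroxide-induced death in the single-dose screen, raw or plate-pattern-corrected value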;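 note: 0% = DMSO wells with peroxide and 100% = DMSO wells without peroxide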
# N-glyco inh – increase of ERlucT glycosylation luciferase signal, primary screen, N-linked glycosylation inhibitor project, D54 ERlucT cells, luminescence, set 2; D54 ERlucT glycosylation luciferase reporter, 24 h; percent of 100 nM tunicamycin response; reporter increase, % at 12.5 µM; actives 0.23% (n = 360,000); AID 588692, 2011;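 active = mean luciferase reporter signal, scaled so untreated is 0 and the glycosylation-blocking control 100, at or above a set limit in every replicate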;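 note: luciferase carries N-glycosylation sites so blocking glycosylation raises the light; 0% = median of neutral control wells and 100% = median of 100 nM tunicamycin wells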
# PDI inh – inhibitors of human PDI, primary screen, biochemical, turbidity, single point, plate reader; Protein disulfide-isomerase (Homo sapiens), P07237; PDI insulin aggregation turbidity, A650, 90 min; inhibition, % at 10 µM; actives 0.052% (n = 350,000);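 active = mean inhibition across replicates of 30% or more, whatever share of single replicates reach that level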;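 note: absorbance from insulin aggregation driven by PDI reduction with DTT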
# ABCB6 inh 2 – ABCB6 transporter inhibitors, primary screen, K562-ABCB6 cells, flow cytometry, MLPCN library. ATP-binding cassette sub-family B member 6 (Homo sapiens), Q9NP58. K562-ABCB6 porphyrin accumulation, 1 h; hits give low values. fluorescence ratio to DMSO, % at 10 µM. actives 0.19% (n = 360,000);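 active = fluorescence ratio to DMSO below 75%, the collection mean minus 3 SD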;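 note: signal is porphyrin accumulated inside mitochondria; 100% equals median channel fluorescence of DMSO control wells; lower ratio means ABCB6 inhibition with less porphyrin fluorescence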
# Target sequence (Q9NP58 whole entry, looked up): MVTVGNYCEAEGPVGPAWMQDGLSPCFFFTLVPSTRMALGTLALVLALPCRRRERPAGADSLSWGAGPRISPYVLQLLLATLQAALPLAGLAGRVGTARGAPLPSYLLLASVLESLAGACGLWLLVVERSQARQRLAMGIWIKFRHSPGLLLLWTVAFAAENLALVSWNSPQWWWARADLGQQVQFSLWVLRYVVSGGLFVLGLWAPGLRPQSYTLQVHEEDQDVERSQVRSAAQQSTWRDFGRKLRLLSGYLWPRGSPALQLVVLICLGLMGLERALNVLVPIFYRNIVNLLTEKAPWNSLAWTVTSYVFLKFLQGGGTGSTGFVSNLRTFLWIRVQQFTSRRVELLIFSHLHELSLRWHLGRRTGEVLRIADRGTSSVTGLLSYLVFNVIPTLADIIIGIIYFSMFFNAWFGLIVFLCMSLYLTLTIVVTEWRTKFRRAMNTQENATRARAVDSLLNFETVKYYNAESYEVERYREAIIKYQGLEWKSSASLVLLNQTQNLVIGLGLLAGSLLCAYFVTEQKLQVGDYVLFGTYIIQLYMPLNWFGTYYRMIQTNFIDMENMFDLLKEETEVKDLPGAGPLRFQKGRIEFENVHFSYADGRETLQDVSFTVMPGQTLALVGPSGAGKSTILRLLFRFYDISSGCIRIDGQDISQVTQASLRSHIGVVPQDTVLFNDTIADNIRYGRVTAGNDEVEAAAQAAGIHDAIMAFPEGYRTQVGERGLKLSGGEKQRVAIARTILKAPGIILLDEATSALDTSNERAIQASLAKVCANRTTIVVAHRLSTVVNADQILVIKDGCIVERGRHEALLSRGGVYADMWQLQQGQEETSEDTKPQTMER
# CaV13 ICDI inh – Primary screen for inhibitors of IQ motif and Ca2+-dependent inactivation inhibitor domain binding in CACNA1D, Förster resonance energy transfer in living cells, …; actives 0.098% (n = 340,000); HEK cells, CFP/YFP FRET ICDI-IQ, plate reader, 10 min; percent FRET-ratio fall versus neutral wells; AID 743397; inhibition, % at 12.3 µM;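 active = mean replicate inhibition of at least 30% and at least 1% of replicates passing that level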;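 note: 0% = median of the neutral control wells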
# aDG glyco act – activators of alpha-DG glycosylation, primary screen, uHTS, Pro5-aDG cells, AlphaScreen. alpha-DG glycosylation AlphaScreen (IIH6); 0% Pro5, 100% B10-LARGE cell signal. AID 624168, 2012. actives 0.22% (n = 360,000). activation, % at 10 µM;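 active = activation of at least 8% versus controls, or a plate z-score of at least 8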;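 note: Pro5 are CHO cells carrying HIG-tagged alpha-DG that lacks glycosylation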
# MC4R ag barr – MC4R agonists recruiting beta-arrestin, primary screen, cell-based, luminescence, agonist arm of biased-ligand search; Melanocortin receptor 4 (Homo sapiens), P32245; U2OS MC4R beta-arrestin complementation; percent of melanotan II response, DMSO zero; activation, % at 8.9 µM; actives 0.98% (n = 360,000); AID 540308, 2011;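 active = activation above a per-plate cutoff, the mean activation of sample wells on that plate plus 3 SD, cut at about 8% in these data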
# * marks the source's active call; other numbers are inactive results; / = no result given.
SMILES,HTR2A ag,MC4R antag cAMP,Vif inh,H9c2 protect,N-glyco inh,PDI inh,ABCB6 inh 2,CaV13 ICDI inh,aDG glyco act,MC4R ag barr
O=C(CN1CCCC1)NCC(=O)Nc1ccc(F)cc1,2,-4,3,-3,2,8,101,-3,0.9,0.5
COC(=O)c1cc2ccccn2c2c(C(=O)OC)c(C(=O)OC)cc1-2,-4,-28,14,79*,4,-4,101,-5,-0.2,-1.6
O=C1CCCc2c1oc1c2CCCC1,-3,-1,-6,-1,-1,3,95,-6,0.0,-2.3
CCOC(=O)C1(C(=O)OCC)NC(=O)CC1CC (stereo not drawn),0,9,0,2,0,2,102,-5,-0.3,-1.2
COc1ccc(CCC(=O)NNC(=S)NCc2ccc(F)cc2)cc1,11,12,8,12,-1,-3,96,-8,1.3,-3.3
Cc1ccc([C@@H]2[C@@H]3C(=O)N(c4ccccc4)C(=O)[C@@H]3[C@]3(C)C(=O)N(CC4CC4)CC(=O)N23)o1,8,2,-1,7,-1,-1,93,-9,0.1,-0.9
O=C1Nc2ccccc2C1=Nc1ccc(Br)cc1,-1,9,0,6,3,3,111,-6,0.2,1.5
Cc1ccc(OCC(=O)N2CCCCCCC2)cc1C,2,20,-3,0,-2,1,107,3,0.0,-2.3
CCCSc1nnc(Cn2c(=O)sc3ccccc32)n1-c1ccccc1,-5,6,-1,-4,-3,/,103,-1,0.3,-0.6
COc1ccc(C(=O)NC(C)c2ccc(-n3ccnc3)cc2)c(OC)c1OC (stereo not drawn),-4,5,-9,2,-2,7,102,-6,-0.3,-2.2
CC(C)Oc1cccc(C(=O)NC(=S)Nc2ccccc2)c1,-4,6,-3,-7,-9,-9,98,-5,0.1,-0.8
CCN(CCC(=O)O)c1ccccc1,-1,0,3,6,3,-3,99,-5,-0.1,-2.1
CCC(c1nnnn1Cc1ccc2c(c1)OCO2)N1CCN(c2ccc(F)cc2)CC1 (stereo not drawn),-3,4,1,5,-2,4,101,/,0.4,0.3
O=C(N/N=C\c1cccc(F)c1)c1ccc(Cn2cc(Br)c([N+](=O)[O-])n2)o1,1,-5,0,14,3,16,98,-5,0.8,-2.6
CC1CC2OC(=O)C3(C)CCCC(C)(C23)C1(O)CCc1ccoc1 (stereo not drawn),-4,-3,-7,-2,-1,-2,95,-17,0.1,-0.6
CC(C)C[C@@H]1NC(=O)[C@H](Cc2ccc(O)cc2)NC(=O)c2cc([N+](=O)[O-])cc(I)c2NCCC[C@@H](C(N)=O)NC1=O,0,3,-3,5,0,6,90,/,-0.4,-2.6
OCCN1CCN(c2ncnc3c2ncn3[C@H]2CN(Cc3cccc(C(F)(F)F)c3)C[C@@H](CO)O2)CC1,8,4,12,11,4,0,104,-13,-0.2,-0.3
CCOC(=O)N1CCN(C(=O)CN(c2cc(C(F)(F)F)ccc2Cl)S(C)(=O)=O)CC1,-3,3,5,-6,2,0,96,/,0.0,-1.7
Cc1cc(C)n(CC(O)Cn2c3ccccc3c3ccccc32)n1 (stereo not drawn),-4,8,-6,12,0,-2,95,-5,-0.1,0.0
Cc1ccc(C(=O)CCCn2nnc(-c3cccnc3)n2)cc1C,0,13,6,-3,-1,-8,92,-5,0.0,-0.8

# Quoted from the listing, 3 compounds:
SMILES,HTR2A ag,MC4R antag cAMP,Vif inh,H9c2 protect,N-glyco inh,PDI inh,ABCB6 inh 2,CaV13 ICDI inh,aDG glyco act,MC4R ag barr
O=C(CN1CCCC1)NCC(=O)Nc1ccc(F)cc1,2,-4,3,-3,2,8,101,-3,0.9,0.5
COC(=O)c1cc2ccccn2c2c(C(=O)OC)c(C(=O)OC)cc1-2,-4,-28,14,79*,4,-4,101,-5,-0.2,-1.6
O=C1CCCc2c1oc1c2CCCC1,-3,-1,-6,-1,-1,3,95,-6,0.0,-2.3

# Later entries.
SMILES,HTR2A ag,MC4R antag cAMP,Vif inh,H9c2 protect,N-glyco inh,PDI inh,ABCB6 inh 2,CaV13 ICDI inh,aDG glyco act,MC4R ag barr
CCNC(=S)NNC(=O)c1csc(C(C)C)c1,3,1,3,-4,1,-3,98,-5,0.2,-0.7
Cc1oc(-c2ccc(Cl)cc2)nc1CN1CCCC(C(=O)NC2CC2)C1 (stereo not drawn),-1,2,-6,-2,-2,-7,100,-3,0.3,-1.7
CC/C(=N\Nc1nncc2ccccc12)c1ccc(F)cc1,-1,7,-10,-4,-1,4,96,-5,-0.1,5.1
COc1ccc(N2CC(C)(C)[C@H](CC(=O)Nc3ccc(Br)cc3)C2=O)cc1,3,6,-6,-20,-1,-4,100,/,0.5,-0.5
CC1CCCC(NC(=O)COC(=O)c2cc(S(=O)(=O)N3CCOCC3)ccc2F)C1C (stereo not drawn),-7,20,3,4,0,-11,97,-6,-0.2,2.8
O=c1sc2ccccc2c(N2CCCCC2)c1[N+](=O)[O-],-4,6,-3,1,4,10,100,-3,-0.2,-1.1
COc1ccccc1-c1ccc(SCc2ccccc2F)nn1,4,-6,-5,-11,-1,4,87,-20,-0.1,4.5
Cc1ccc[n+](CC(=O)Nc2ccc(C)c(C)c2)c1,3,17,1,3,1,-5,93,-20,-0.1,-0.9
CCC(CO)NCc1cc(OC)c(OCC(=O)NCCc2ccccc2)cc1Br (stereo not drawn),0,2,3,10,-4,0,101,-2,0.5,-4.2
O=C(NCc1ccccc1)N1CCCC1,2,5,3,2,1,-14,90,-5,0.1,-1.9
COCCNC(=O)CN(c1cc(Cl)ccc1OC)S(C)(=O)=O,-3,5,8,-3,1,-1,90,-10,-0.2,-1.5
Cc1ccc(S(=O)(=O)Nc2ccc3c(c2)n(C)c(=O)n3C)c(C)c1,-2,0,5,-15,11,4,99,-4,0.2,-1.7
COc1ccccc1Nc1nc(N)nc(CSc2nncn2C)n1,15*,0,0,1,1,4,93,-6,0.0,0.1
O=C(CN1C(=O)NC2(CCc3ccccc32)C1=O)Nc1ccccc1C(F)(F)F (stereo not drawn),6,3,-3,-3,2,-2,95,-4,0.0,-0.7
Cc1ccc(C(=O)Nc2cccc(-c3ccc(N4CCOCC4)nn3)c2)cc1[N+](=O)[O-],-14,13,-15,21,-3,1,99,-2,-0.5,2.7
COc1cccc(C(=O)Nc2ccc(C(=O)c3ccccc3)cc2)c1,-6,6,-16,-10,0,-1,95,-19,0.3,-0.9
Cc1ccnc(SCC(=O)c2cccs2)n1,4,-4,-2,6,-2,0,90,-5,0.3,0.8
Cc1ccc(C(=O)N2c3ccccc3Sc3ccccc32)cc1,-1,9,-3,5,5,-7,97,-4,-0.1,-1.3
CCOCc1nc(C)c(Cl)c(NS(=O)(=O)c2ccc(N)cc2)n1,3,3,14,5,1,2,108,/,0.0,-0.7
O=C(/C=C/c1ccccc1)c1ccc2c3c(cccc13)CC2,-1,4,/,-18,47*,-3,96,-5,-0.3,-0.1

# With a hit mark in N-glyco inh (from the list above):
Compound | HTR2A ag | MC4R antag cAMP | Vif inh | N-glyco inh | PDI inh | ABCB6 inh 2 | CaV13 ICDI inh | aDG glyco act | MC4R ag barr
O=C(/C=C/c1ccccc1)c1ccc2c3c(cccc13)CC2 | -1 | 4 | / | 47* | -3 | 96 | -5 | -0.3 | -0.1

# (further entries)
SMILES,HTR2A ag,MC4R antag cAMP,Vif inh,H9c2 protect,N-glyco inh,PDI inh,ABCB6 inh 2,CaV13 ICDI inh,aDG glyco act,MC4R ag barr
CCCOC(=O)CC1C(=O)NCCN1Cc1ccc(F)cc1 (stereo not drawn),-1,6,10,6,-1,16,98,-7,0.0,-1.7
O=C(N/N=C/c1ccc(Br)s1)c1cccnc1,-3,1,-10,3,1,3,93,-5,0.1,-0.9
CC(C)c1cc(NCC2CCCO2)n2c(nc3ccccc32)c1C#N (stereo not drawn),17*,7,-12,9,0,4,106,-5,0.0,-2.0
O=C(CCCOc1ccccc1)Nc1cc(S(=O)(=O)N2CCOCC2)ccc1N1CCOCC1,-7,16,1,-2,2,-6,99,-2,0.0,-1.2
CCOC(Cn1cc(C)c(=O)[nH]c1=O)OCC,7,1,14,9,-1,-1,96,/,-0.2,-1.4
O=C(NC(Cc1c[nH]c2ccccc12)C(=O)O)c1ccco1 (stereo not drawn),1,0,-4,18,0,-4,91,-4,-0.1,-1.0
CCCCOc1ccc(OCCNC(=O)C2CCCN2C(=O)Nc2ccccc2)cc1 (stereo not drawn),13,5,-3,-3,1,-2,98,-7,0.0,-0.8
CCC(C)Nc1nc(SC(C(C)=O)C(C)=O)nc(N(C)C)n1 (stereo not drawn),-1,8,2,0,4,6,100,-7,0.0,3.7
CC(CNC(=O)Cn1cnc2c(OCc3ccccc3)ncnc21)c1ccccc1 (stereo not drawn),0,4,26,6,3,-15,105,-7,0.1,-1.8
OC[C@@H]1CN(Cc2cccs2)C[C@H](n2cnc3c(NC4CCC4)ncnc32)O1,5,4,-10,-2,1,-4,88,-14,-0.1,2.3
COc1ccc(S(=O)(=O)NCC2CCCN(Cc3ccc(OC)cc3F)C2)cc1 (stereo not drawn),-2,4,5,1,-3,2,102,-2,0.1,0.6
CSc1ncccc1C(=O)OCC(=O)NCCC1=CCCCC1,-5,13,/,-3,3,3,96,-4,0.0,-1.4
CC1(C)Cc2c(cnn2-c2ccc(F)cc2)C(NC(=O)CCn2cncn2)C1 (stereo not drawn),2,2,9,-1,2,-5,102,/,0.0,-1.0
CC(=O)c1ccc(OC2(C)CCN(Cc3csc4ccccc34)C2)cc1 (stereo not drawn),-7,-1,-6,0,-2,6,96,-5,-0.1,-0.2
CC(C)C(=O)c1cn(CC(=O)NCc2ccco2)c2ccccc12,-1,15,3,9,0,1,101,/,0.0,-1.3
COc1ccc(CN2CCSCC2)c(C)c1C,-5,2,1,0,-2,0,98,-4,-0.1,-1.3
CCC1(CC)C(=O)C(C)(C)C(=O)OC1c1cccs1 (stereo not drawn),6,3,1,-4,1,-6,100,-2,0.2,-0.7
CC(NC(=O)C1CCC1)c1ccc2c(c1)OCO2 (stereo not drawn),1,7,15,0,1,-6,99,-4,0.0,0.9
c1nc(NCC2(N3CCOCC3)CCCCC2)c2ccsc2n1,-1,-3,17,-14,-1,-6,98,-6,0.0,-0.6
Cc1cc(C)c(NS(=O)(=O)c2ccccc2)c(C)c1NS(=O)(=O)c1ccccc1,1,10,11,-2,-5,0,97,-5,0.0,-1.1

# Assay outcomes: PubChem BioAssay, several laboratories
